Screening data: PubChem BioAssay, Broad Institute
Mtb BioA inh: inhibitors of Mycobacterium tuberculosis BioA enzyme; purified M. tuberculosis BioA enzyme, plate reader; inhibition, % at 9.99 µM; actives 0.096% (n = 360,000); in the data active means inhibition above about 40%
An asterisk follows results filed as active. Some of the compounds tested; the hit share may differ from the screen's.

Start of the data: the first five records, to show the layout:
SMILES	Mtb BioA inh
CC(C)NC(=O)N(C)C[C@@H]1Oc2c(NS(=O)(=O)c3ccc(Cl)cc3)cccc2C(=O)N([C@H](C)CO)C[C@@H]1C	-1.0
Cc1noc(C)c1NC(=O)N(C)C[C@@H]1Oc2ccc(NC(=O)CCCN(C)C)cc2C(=O)N([C@@H](C)CO)C[C@@H]1C	-3.1
CCCNC(=O)N1C[C@H](C)[C@H](OC)CN(C)C(=O)c2cc(NC(C)=O)ccc2OC[C@@H]1C	-2.0
C[C@@H]1CN([C@@H](C)CO)C(=O)Cc2cc(NC(=O)Cc3cn(C)c4ccccc34)ccc2O[C@@H]1CN(C)C(=O)Nc1cccc2ccccc12	1.6
Cc1cccc(-c2ccc([C@H]3[C@@H](CO)N4CCCCN(Cc5ccncc5)C[C@@H]34)cc2)c1	1.4

The listing, previewed entries included:
SMILES	Mtb BioA inh
CC(C)NC(=O)N(C)C[C@@H]1Oc2c(NS(=O)(=O)c3ccc(Cl)cc3)cccc2C(=O)N([C@H](C)CO)C[C@@H]1C	-1.0
Cc1noc(C)c1NC(=O)N(C)C[C@@H]1Oc2ccc(NC(=O)CCCN(C)C)cc2C(=O)N([C@@H](C)CO)C[C@@H]1C	-3.1
CCCNC(=O)N1C[C@H](C)[C@H](OC)CN(C)C(=O)c2cc(NC(C)=O)ccc2OC[C@@H]1C	-2.0
C[C@@H]1CN([C@@H](C)CO)C(=O)Cc2cc(NC(=O)Cc3cn(C)c4ccccc34)ccc2O[C@@H]1CN(C)C(=O)Nc1cccc2ccccc12	1.6
Cc1cccc(-c2ccc([C@H]3[C@@H](CO)N4CCCCN(Cc5ccncc5)C[C@@H]34)cc2)c1	1.4
O=C(CCN1CCCCC1)NCC[C@@H]1CC[C@H](NC(=O)c2ccc(F)cc2)[C@H](CO)O1	-3.4
N#Cc1cccc(-c2ccc([C@@H]3[C@H](CO)N4CCCCN(C(=O)Nc5ccc(F)cc5)C[C@@H]34)cc2)c1	12
COc1cccc(-c2cnc3c(c2)C(=O)N([C@H](C)CO)C[C@H](C)[C@H](CN(C)Cc2cccnc2)O3)c1	9.4
CO[C@H]1CN(C)C(=O)c2cc(NC(=O)NC3CCCCC3)ccc2OC[C@@H](C)N(CCc2ccccc2)C[C@@H]1C	-3.4
Cc1cccc(S(=O)(=O)N2C[C@H](O)COC[C@H]3O[C@H](CC(=O)NCCCN4CCOCC4)CC[C@@H]32)c1	-4.7
C[C@H]1CN([C@@H](C)CO)C(=O)c2cccc(NS(=O)(=O)c3cccs3)c2O[C@H]1CN(C)CC1CC1	-0.9
Cc1ccccc1S(=O)(=O)NCC[C@H]1CC[C@H](NC(=O)Nc2cccc(Cl)c2)[C@@H](CO)O1	1.7
Cc1ccc(S(=O)(=O)N(C)C[C@@H]2Oc3ccc(NC(=O)Cc4ccccc4)cc3CC(=O)N([C@H](C)CO)C[C@@H]2C)cc1	1.6
CS(=O)(=O)Nc1ccc2c(c1)[C@@H]1C[C@@H](CC(=O)NCc3ccccc3)O[C@@H](CO)[C@@H]1O2	2.0
O=C(C[C@H]1CC[C@H]2[C@@H](COC[C@H](O)CN2C(=O)Nc2ccc(Cl)cc2)O1)NC1Cc2ccccc2C1	-2.5
C[C@@H]1CCCCO[C@@H](CN(C)S(=O)(=O)c2ccc(F)cc2)[C@H](C)CN([C@@H](C)CO)C(=O)c2cc(NC(=O)Nc3ccc(F)cc3)ccc2O1	-1.4
C[C@H](CO)N1C[C@H](C)[C@H](CN(C)Cc2ccccc2)Oc2ccc(NC(=O)Nc3ccc(C(F)(F)F)cc3)cc2C1=O	-1.9
CCNC(=O)C[C@H]1CC[C@H]2[C@@H](COC[C@@H](O)CN2C(=O)Nc2ccc(C(F)(F)F)cc2)O1	-1.4
C[C@@H]1CN([C@@H](C)CO)C(=O)c2cc(NC(=O)Cn3cnnn3)ccc2O[C@H]1CN(C)S(=O)(=O)c1ccc(F)cc1	-0.8
C[C@H]1CN([C@@H](C)CO)C(=O)Cc2cc(NS(=O)(=O)c3ccccc3)ccc2O[C@H]1CN(C)C(=O)Nc1ccccc1	-1.9
C[C@H]1CN([C@@H](C)CO)S(=O)(=O)c2ccc(C3=CCCCC3)cc2O[C@H]1CN(C)C(=O)c1ccc(F)cc1	-1.7
CO[C@@H]1CN(C)C(=O)c2ccc(NC(C)=O)cc2OC[C@H](C)N(C(=O)c2ccncc2)C[C@H]1C	-0.5
C/C=C/c1ccc2c(c1)O[C@@H](CN(C)C(=O)c1ccccn1)[C@@H](C)CN([C@H](C)CO)S2(=O)=O	2.8
CCC(=O)N1[C@H](C(=O)OC)[C@@H](CO)[C@@H]2Cn3c(ccc(/C=C/c4ccccc4)c3=O)[C@@H]21	-1.8
COCC(=O)N1[C@@H]2CN(C(=O)c3ccncc3)c3ccccc3[C@@H]2[C@@H]1CO	-2.7

Continuation:
SMILES	Mtb BioA inh
CC(C)C#Cc1cnc2c(c1)C(=O)N([C@H](C)CO)C[C@H](C)[C@@H](CN(C)Cc1cccc(F)c1)O2	-0.7
CC(=O)NC[C@@H]1[C@@H](c2ccc(-c3ccccc3)cc2)[C@@H](CO)N1C(=O)C1CC1	-0.5
Cc1noc(C)c1S(=O)(=O)N(C)C[C@@H]1OCCCC[C@H](C)Oc2ccc(NC(=O)Nc3cccc4ccccc34)cc2C(=O)N([C@H](C)CO)C[C@H]1C	0.0
CCCN1[C@H](C(=O)N[C@@H](C)c2ccccc2)[C@@H](CO)[C@@H]2Cn3c(ccc(-c4ccc(F)cc4)c3=O)[C@@H]21	2.6
CCCC#Cc1cnc2c(c1)C(=O)N([C@@H](C)CO)C[C@@H](C)[C@H](CN(C)C(=O)Cc1ccccc1)O2	4.0
O=C(CC1CC1)N1[C@@H]2CN(S(=O)(=O)c3ccccc3)c3ccccc3[C@@H]2[C@@H]1CO	-4.6
COc1ccc(NC(=O)N(C)C[C@@H]2Oc3ncc(C4=CCCC4)cc3C(=O)N([C@H](C)CO)C[C@@H]2C)cc1	-1.8
C=CCNC(=O)[C@H]1[C@@H]2C(=O)O[C@@H](c3ccccc3)[C@@H](c3ccccc3)N2[C@@H](c2ccccc2OCCO)[C@]12C(=O)Nc1ccc(C#CC3(O)CCCCCC3)cc12	-1.4
C[C@@H]1CCCCO[C@H](CN(C)Cc2ccccc2)[C@@H](C)CN([C@@H](C)CO)C(=O)c2cc(NS(C)(=O)=O)ccc2O1	2.6
CCNC(=O)C[C@@H]1C=C[C@@H](NS(=O)(=O)c2ccc(F)cc2)[C@@H](CO)O1	-1.2
CO[C@H]1CN(C)C(=O)c2ccc(NC(=O)Nc3ccccc3)cc2OC[C@@H](C)N(C(C)=O)C[C@H]1C	-0.7
COCC(=O)N1CCCCN2[C@@H](CO)[C@H](c3ccc(C#Cc4cccnc4)cc3)[C@@H]2C1	4.9
Cc1noc(C)c1S(=O)(=O)Nc1ccc2c(c1)C(=O)N([C@H](C)CO)C[C@@H](C)[C@H](CN(C)Cc1ccc3c(c1)OCO3)OCCCC[C@@H](C)O2	0.3
C[C@H](CO)N1C[C@H](C)[C@H](CN(C)Cc2ccc(Oc3ccccc3)cc2)Oc2ccc(NC(=O)Cc3cn(C)c4ccccc34)cc2C1=O	0.6
O=C(Nc1ccc(F)cc1)Nc1ccc2c(c1)[C@@H]1C[C@H](CC(=O)N3CCCCC3)O[C@@H](CO)[C@@H]1O2	-3.4
C[C@@H]1CCCCO[C@@H](CN(C)Cc2ccc(Cl)c(Cl)c2)[C@H](C)CN([C@H](C)CO)C(=O)c2cc(NC(=O)Nc3ccccc3)ccc2O1	-1.5
CCCC(=O)Nc1ccc2c(c1)OC[C@@H](C)N(Cc1ccncc1)C[C@@H](C)[C@@H](OC)CN(C)C2=O	-1.1
Cc1ccc(-c2cnc3c(c2)C(=O)N([C@H](C)CO)C[C@@H](C)[C@H](CN(C)C)O3)cc1	-0.5
C[C@@H]1CN([C@@H](C)CO)S(=O)(=O)c2ccc(C#CC3CC3)cc2O[C@@H]1CN(C)C(=O)C1CCC1	1.5
Cc1ccc(S(=O)(=O)Nc2ccc3c(c2)CC(=O)N([C@H](C)CO)C[C@H](C)[C@H](CN(C)Cc2ccncc2)O3)cc1	-2.5
CCS(=O)(=O)Nc1ccc2c(c1)C(=O)N(C)C[C@H](OC)[C@H](C)CN(C)[C@@H](C)CO2	-2.9
COc1ccc(NC(=O)N(C)C[C@@H]2Oc3c(NS(=O)(=O)c4ccc(C)cc4)cccc3C(=O)N([C@H](C)CO)C[C@H]2C)cc1	1.6
CC(C)NC(=O)N(C)C[C@H]1Oc2cc(-c3cncnc3)ccc2S(=O)(=O)N([C@H](C)CO)C[C@@H]1C	-1.5
COc1ccc(CN(C)C[C@@H]2Oc3c(NS(=O)(=O)c4cn(C)cn4)cccc3C(=O)N([C@H](C)CO)C[C@@H]2C)cc1	-1.6
Cc1noc(C)c1NC(=O)N(C)C[C@@H]1Oc2ccc(NS(=O)(=O)c3ccc(F)cc3)cc2CC(=O)N([C@H](C)CO)C[C@@H]1C	-1.7

Quoted at random: two records from the list.
SMILES	Mtb BioA inh
COc1ccc(NC(=O)N(C)C[C@@H]2Oc3c(NS(=O)(=O)c4ccc(C)cc4)cccc3C(=O)N([C@H](C)CO)C[C@H]2C)cc1	1.6
C/C=C/c1ccc2c(c1)O[C@@H](CN(C)C(=O)c1ccccn1)[C@@H](C)CN([C@H](C)CO)S2(=O)=O	2.8

(continued)
SMILES	Mtb BioA inh
C[C@@H]1CN([C@H](C)CO)C(=O)c2cc(NC(=O)Cc3ccccc3)ccc2O[C@@H](C)CCCCO[C@@H]1CN(C)C(=O)c1ccccc1	1.4
C[C@H](CO)N1C[C@H](C)[C@H](CN(C)S(=O)(=O)c2cccc(C#N)c2)OCc2ccccc2-c2c(n(C)c3ccccc23)C1=O	-0.1
COc1ccccc1C(=O)Nc1ccc2c(c1)OC[C@@H](C)N(C)C[C@H](C)[C@@H](OC)CN(C)C2=O	-1.9
C[C@@H]1CN([C@@H](C)CO)C(=O)c2cc(-c3ccncc3)cnc2O[C@@H]1CN(C)C(=O)c1cccc(F)c1	-2.6
C[C@H](CO)N1C[C@H](C)[C@@H](CN(C)Cc2ccc(Cl)c(Cl)c2)Oc2ccc(NS(=O)(=O)c3ccccc3)cc2CC1=O	0.9
C[C@H](CO)N1C[C@H](C)[C@@H](CN(C)C(=O)Nc2cccc3ccccc23)Oc2ccc(NS(=O)(=O)c3ccc(Cl)cc3)cc2CC1=O	-2.8
CC(C)NC(=O)N1C[C@H]2[C@@H](c3ccccc31)[C@H](CO)N2C(=O)Nc1cccc(F)c1	-1.1
COC(=O)C[C@@H]1CC[C@H]2[C@@H](COc3ccc(NC(=O)c4ccc(F)c(F)c4)cc3C(=O)N2C)O1	3.6
COc1ccc(S(=O)(=O)N(C)C[C@H]2OCCCC[C@H](C)Oc3ccc(NS(=O)(=O)c4ccc(F)cc4)cc3C(=O)N([C@H](C)CO)C[C@H]2C)cc1	1.1
Cc1ccc(S(=O)(=O)N[C@@H]2CC[C@H](CCn3cc(-c4ccccc4F)nn3)O[C@@H]2CO)cc1	0.1
C[C@@H]1CN([C@@H](C)CO)C(=O)Cc2cc(NC(=O)CCC(F)(F)F)ccc2O[C@@H]1CN(C)C(=O)Nc1ccc(C(F)(F)F)cc1	1.4
CC(C)C#Cc1ccc([C@@H]2[C@H](CO)N3CCCCN(CC4CC4)C[C@@H]23)cc1	-1.1
CCCNC(=O)C[C@@H]1CC[C@H]2[C@@H](COC[C@H](O)CN2C(=O)Nc2ccccc2OC)O1	2.4
O=C(C[C@@H]1C=C[C@@H](NC(=O)c2ccccc2)[C@H](CO)O1)NCc1ccc(Oc2ccccc2)cc1	-2.6
CCNC(=O)C[C@@H]1CC[C@@H]2[C@@H](COc3ccc(NC(=O)c4ccc5c(c4)OCO5)cc3C(=O)N2C)O1	-0.1
C[C@@H]1CN([C@@H](C)CO)C(=O)c2cc(NC(=O)Nc3ccc4c(c3)OCO4)ccc2O[C@@H](C)CCCCO[C@@H]1CN(C)C(=O)Nc1ccccc1	-0.8
C[C@@H]1CN([C@@H](C)CO)C(=O)c2cccc(NC(=O)c3ccc(-c4nccs4)cc3)c2O[C@@H]1CN(C)C(=O)Nc1cccc2ccccc12	-1.4
C[C@H]1CN([C@@H](C)CO)C(=O)c2c(c3ccccc3n2C)-c2ccccc2CO[C@H]1CN(C)C(=O)[C@@H](Cc1ccccc1)N(C)C	1.7
CCN1[C@@H]2c3ccc(-c4ccccc4F)c(=O)n3C[C@H]1[C@H](CO)[C@H]2C(=O)NCc1ccccc1	0.2
O=C(Nc1ccccc1F)N[C@H]1CC[C@@H](CCNC(=O)C2CCC2)O[C@@H]1CO	4.8
CC(C)NC(=O)Nc1cccc2c1O[C@H](CN(C)Cc1ccc(-c3ccccc3)cc1)[C@@H](C)CN([C@@H](C)CO)C2=O	13
C[C@@H]1CN([C@@H](C)CO)C(=O)c2cc(NS(=O)(=O)c3ccc(Cl)cc3)ccc2O[C@@H](C)CCCCO[C@H]1CN(C)Cc1ccc2c(c1)OCO2	1.2
N#C[C@@H]1[C@@H](c2ccc(-c3ccncc3)cc2)[C@@H](CO)N1C(=O)CN1CCOCC1	-2.0
COCC(=O)N(C)C[C@@H]1Oc2ncc(-c3ccc(F)cc3)cc2C(=O)N([C@H](C)CO)C[C@@H]1C	-2.1
C[C@@H]1CCCCO[C@H](CN(C)C(=O)Nc2ccc(C(F)(F)F)cc2)[C@@H](C)CN([C@@H](C)CO)C(=O)c2cc(NC(=O)Nc3ccccc3)ccc2O1	-1.2
O=C(C[C@@H]1C=C[C@@H](NC(=O)C2CCC2)[C@H](CO)O1)NCc1ccncc1	-4.3
C[C@@H]1CN([C@H](C)CO)C(=O)CCCn2nncc2CO[C@@H]1CN(C)Cc1ccc(-c2ccccc2)cc1	0.5
C[C@H]1CN([C@@H](C)CO)C(=O)c2cccc(NC(=O)c3nc4ccccc4s3)c2O[C@@H]1CN(C)Cc1ccc(C(=O)Nc2ccccc2N)cc1	1.7
CC(=O)N1[C@@H]2CN(C(=O)c3ccccc3)c3ccccc3[C@@H]2[C@@H]1CO	6.5
